# LDHA inh – blocks human lactate dehydrogenase A; P00338; purified LDHA, NADH/diaphorase-resazurin fluorescence; stronger effect = lower value; activity change, % (values are at about 110 or 230 µM); 480,000 tested, 0.15% active; AID 1347041; in the data active = activity change below about -30%; inconclusive = mostly about -25% to -30%;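 also: plate controls were DMSO wells for no effect and wells without enzyme for full effect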
#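 Human LDH5 at 2 nM final in Tris HCl pH 7.4 with 0.06 mM NADH and 0.2 mM pyruvate, reacted 5 minutes at room temperature. Remaining NADH coupled via diaphorase/resazurin; resorufin fluorescence read at 0 and 20 minutes, normalized to enzyme-free and DMSO wells.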
# Active calls of the source: *; ? = inconclusive. An excerpt, so the mix of outcomes need not match the whole.
SMILES | LDHA inh
Cc1ccccc1C1C=C(c2ccccc2)OC(c2ccccc2)=C1C=O (configuration not stated) | 14
CCCCn1nc(C(=O)N[C@@H](Cc2ccccc2)C(=O)O)c2ccccc2c1=O | 3
CSCc1c(C(=O)OC2CCOC2=O)oc2ccccc12 (configuration not stated) | 13
O=C(c1cccc(S(=O)(=O)Nc2ccccc2F)c1)N1CCc2sccc2C1 | 2
Cc1ccc(-c2c(C)nn3c2NC(=O)CCC3=O)cc1S(=O)(=O)NCc1ccc(F)cc1 | -7
CCCCC(=O)Nc1ccc(-c2cc3cc(F)ccc3[nH]2)cc1 | 8
CCOC(=O)C(NC(=O)/C=C/c1ccc(C)c(Cl)c1)C(=O)OCC | -12
COc1cccc(-n2c(C)c(C)c3c2ncn2nc(-c4ccco4)nc32)c1 | -5
COC(=O)c1ccc(COc2ccc3c(C)c(Cc4ccccc4)c(=O)oc3c2)o1 | 3
CCCCCCn1nc(C(=O)Nc2ccc(NC(C)=O)cc2)c2ccccc2c1=O | 16
Cc1ccc(C(=O)NC(C2CC2)C2CC2)cc1 | -2
CSc1ccc(/C=N/Nc2cccc(Cl)c2)cc1 | ?
CC(C)C(C)NC(=O)COc1ncnc2c(Cl)cc(Cl)cc12 (configuration not stated) | 5
Cc1c(Cl)cccc1NC(=O)c1ccc(NC(=O)C2=CSCCO2)cc1 | 6
CCOc1ccc(-c2nc(CSCC(=O)NCCCN3CCOCC3)c(C)o2)cc1 | -4
CN(C)C(=O)CSc1nc(NC2CC2)c2ccccc2n1 | -17
Cc1cccc2c1ccn2CCC(=O)Nc1nnc(CC(C)C)s1 | 1
Cc1ccc(SCCC(=O)OCc2cc(C#N)ccc2F)cc1 | 7
FC(F)(F)c1cnc(SCc2cn3ccsc3n2)c(Cl)c1 | 4
O=C(O)C(c1c[nH]c2cc(F)ccc12)N1CCc2ccccc2C1 (configuration not stated) | -2
CCN(CC)S(=O)(=O)c1ccc(C)c([N+](=O)[O-])c1 | 4
CC(C)n1nc(C(=O)OCC(=O)Nc2ccc3c(c2)OC(F)(F)O3)c2ccccc2c1=O | 9
CNc1nc2c(c(=O)n(C)c(=O)n2C)n1Cc1cccc(C)c1 | 3
COCc1cc(C)nc2sc3c(c12)NCN(c1ccccc1)C3=O | 5
O=C(NC1CCCCCCCCCCC1)c1ccncc1 | 1
CCN(CC(=O)NC(=O)NC1CCCCC1)CC(C)C#N (configuration not stated) | 0
CN(CC(=O)Nc1c(Cl)cccc1Cl)C(=O)c1ccc(S(=O)(=O)Nc2ccccc2)cc1 | 0
O=[S+]([O-])(c1c(F)cccc1F)N1CCN([S+](=O)([O-])c2csc3ccccc23)CC1 | -5
Cc1ccc(Nc2ncc(C(=O)NC3CCCC(C)C3C)c3ccccc23)cc1Cl (configuration not stated) | -1
Cc1ccc(CN2C(=O)c3cc(-c4ccccc4)nn3CC2(C)C(=O)NCc2ccccc2)o1 (configuration not stated) | -12
CCn1cnc2c1c(=O)n(CC(=O)N1CCCc3ccccc31)c(=O)n2Cc1ccccc1 | 0
Cc1ccc(Nc2nc(C(N)=O)c(NC(=O)CC(C)C)s2)cc1 | -2
O=C1c2ccccc2S(=O)(=O)N1Cc1nc(-c2cc(Cl)ccc2Cl)cs1 | 1
CCc1cc(C(=O)NC(C)CCc2ccccc2)sc1C (configuration not stated) | -2
CCc1ccc(C(=O)NCCOC)cc1 | -2
O=C(Nc1ccccc1F)c1nc2ccccc2nc1N1CCCC1 | -9

# A second format for 3 compounds above:
> O=C(NC1CCCCCCCCCCC1)c1ccncc1
  LDHA inh = 1

> CCN(CC(=O)NC(=O)NC1CCCCC1)CC(C)C#N (configuration not stated)
  LDHA inh = 0

> CN(CC(=O)Nc1c(Cl)cccc1Cl)C(=O)c1ccc(S(=O)(=O)Nc2ccccc2)cc1
  LDHA inh = 0

# Returning to the listing with the seven entries that preceded the break.
SMILES | LDHA inh
Cc1ccc(CN2C(=O)c3cc(-c4ccccc4)nn3CC2(C)C(=O)NCc2ccccc2)o1 (configuration not stated) | -12
CCn1cnc2c1c(=O)n(CC(=O)N1CCCc3ccccc31)c(=O)n2Cc1ccccc1 | 0
Cc1ccc(Nc2nc(C(N)=O)c(NC(=O)CC(C)C)s2)cc1 | -2
O=C1c2ccccc2S(=O)(=O)N1Cc1nc(-c2cc(Cl)ccc2Cl)cs1 | 1
CCc1cc(C(=O)NC(C)CCc2ccccc2)sc1C (configuration not stated) | -2
CCc1ccc(C(=O)NCCOC)cc1 | -2
O=C(Nc1ccccc1F)c1nc2ccccc2nc1N1CCCC1 | -9
Cn1c(=O)c2c(ncn2CC(O)COCc2ccccc2F)n(C)c1=O (configuration not stated) | -6
CCCn1c(-n2nc(C)cc2C)nc2c1c(=O)n(CC(=O)OC)c(=O)n2C | -22
CC(NC(=O)CSc1nnc(-c2ccncc2)n1-c1ccc(F)cc1)c1ccc2c(c1)OCO2 (configuration not stated) | 0
O=C(/C=C/c1cccc(Cl)c1Cl)NC(C1CC1)C1CC1 | 6
Cn1c(=O)c2c(-c3ccccc3Cl)n(-c3cccc(O)c3)cc2n(C)c1=O | 15
CCOc1ccc(NC(=O)N2CCC3(CC2)c2cccn2-c2ccc(C)cc2N3CC)cc1 | 5
Cc1nc(NCC(C)C)sc1C(=O)NCc1ccncc1 | -15
Cc1cccc(-c2csc3ncnc(Sc4nnnn4C)c23)c1 | 0
CCCn1nc(C(=O)N(C)Cc2ccc(F)cc2)c2ccccc2c1=O | 0
CCOC(=O)C1=C(CNCc2cccc(C)c2)NC(=O)NC1c1cc(C)ccc1C (configuration not stated) | 14
COC(=O)c1ccc(CNC(=O)c2ccccc2-c2ccccc2)cc1 | -1
CCC(=O)N1CCN(c2oc(/C=C/c3ccccc3Cl)nc2C#N)CC1 | 1
CC(C)C(=N)N | -4
COc1ccc(OC)c(C2CC(c3ccc(NS(C)(=O)=O)cc3)=NN2C(=O)c2cccs2)c1 (configuration not stated) | -10
CN=c1scc(C)n1/N=C/c1ccc(C#N)cc1 | -2
Cc1cc(C)cc(OCc2nnc(SCC(=O)NC3CCCCCC3)n2C)c1 | -7
CSc1ccc(CCNC(=O)C2CCCN(c3nn4cc(-c5ccc(F)cc5)nc4s3)C2)cc1 (configuration not stated) | 7
CN(CC(=O)N(C1CCCC1)C1CCS(=O)(=O)C1)c1ccc2ccccc2c1 (configuration not stated) | 31
O=C(CCC(=O)N1CCC(c2noc3ccc(F)cc23)CC1)N1CCSCC1 | -12
Cc1cc2c(c(=O)n1Cc1cccs1)C(c1cccs1)C(C#N)=C(N)O2 (configuration not stated) | -4
Cc1cccn2cc(CSc3nnc4c(Cl)cc(C(F)(F)F)cn34)nc12 | 8
O=C(Cc1coc(-c2ccccc2)n1)NCCN(C(=O)Cc1coc(-c2ccccc2)n1)C1CC1 | 4
O=C(Cn1nc(-c2cccs2)c2ccccc2c1=O)NCC(F)(F)F | 1
Cc1ccc(-n2nc(C)c3c(C(=O)NC4CCN(Cc5ccccc5)CC4)cc(C)nc32)cc1 | 0
CC(C)CNc1nc(-c2ccc(S(=O)(=O)N3CCCCCC3)cc2)cs1 | 1
CC(NC(=O)CSCc1cccc(Br)c1)C1CC2CCC1C2 (configuration not stated) | 1
CCOc1ccc(Nc2nc3c(S(=O)(=O)c4ccc(CC)cc4)nnn3c3ccsc23)cc1 | -20
Cc1ccc(OCc2cc(=O)n3oc(C)cc3n2)c(NC(=O)COc2cccc(C(F)(F)F)c2)c1 | 1
Nc1nnnn1NCc1cc(Cl)ccc1OCc1ccccc1Cl | -11
Cn1c(Cl)nc2c1c(=O)n(Cc1ccccc1Cl)c(=O)n2C | 0
COC(=O)C(C)Sc1nc(C)nc2c1c(=O)n(C)c(=O)n2CC(C)C (configuration not stated) | 2
CCN(Cc1ccccc1)Cc1csc(C)c1C | -1
COC(C)C(=O)NC(C)c1ccc2c(c1)CCC(=O)N2 (configuration not stated) | 15
CCN1CCCC1CNCc1cccs1 (configuration not stated) | 1
Cc1onc(-c2ccccc2Cl)c1C(=O)N1CCN(S(=O)(=O)c2ccc3c(c2)CCC3)CC1 | 13
Cc1cccc(Cn2nc(C)c(NC(=O)c3cc(-c4ccccc4)on3)c2C)c1 | -9
O=C(Nc1ccccc1)c1cccnc1NCc1ccccc1 | 5
CC(=O)c1ccc(C(=O)OC(C)C(=O)c2ccc(C)cc2)s1 (configuration not stated) | 7
COc1ccc(S(=O)(=O)Nc2ccc3c(c2)N(C(=O)c2cccnc2)CC3)c(OC)c1 | 5
Cc1cc(=O)oc2cc(OCC(=O)Nc3ccc(C(C)C)cc3)ccc12 | -7
COc1ccccc1OCCn1c(C)nc2cc(C)c(C)cc21 | 7
COc1cccc(-c2nc(CSCC(=O)NCc3ccccc3)c(C)o2)c1 | 1
CC(C)NC(=O)CCC1NC(=O)N(CCc2c[nH]c3ccc(F)cc23)C1=O (configuration not stated) | -2
CCOC(=O)C1=C(C)NC(=O)CC1c1ccccc1F (configuration not stated) | -10
O=C(C1CC1)N(Cc1ccc2c(c1)CN(S(=O)(=O)c1cc(F)ccc1F)CCO2)c1ccccc1 | 10
CCOc1ccc(NC(=O)c2cc(=O)c3ccccc3o2)cc1OCC | 22
CC(=O)NCc1ccc(-c2csc(-c3ccc(C(C)C)cc3)n2)o1 | -1
COc1ccc(C(=O)OC(C)c2nc(C(C)(C)C)no2)cc1OC (configuration not stated) | 9
Cc1ccccc1C(=O)N/N=C1\CC(=O)CC(C)(C)C1 | 5
CCC(C(=O)NCc1cc(C)ccc1OC)c1ccccc1 (configuration not stated) | 2
CN(Cc1ccc(C(N)=O)cc1)Cc1ccsc1 | 8
Cc1ccc(NC(=O)C2(c3ccccc3)CCCC2)cc1 | 6
CCOc1cc2c(cc1NC(=O)CC1CCCC1)OC(C)C2 (configuration not stated) | 3
Cc1cc2cc(NS(=O)(=O)c3cccc(F)c3)ccc2[nH]1 | -1
COC(=O)C1(C(F)(F)F)N=C(N2CCCCC2)Oc2c1c(C)nn2-c1ccccc1 (configuration not stated) | -13
CCCCCCCNC(=O)Cc1cccs1 | -1
O=C(CCCc1nc2ccccc2s1)Nc1cccc(C(F)(F)F)c1 | 12
CC[C@@H](C)[C@H](NC(=O)c1sc(-c2ccccc2F)nc1C)C(=O)O | -10
Cc1ccc2oc(-c3ccc(Cl)c(NC(=O)c4ccc([N+](=O)[O-])o4)c3)nc2c1 | -22
C=CCOc1ccccc1NC(=O)c1ccccc1 | 0

# Going on with the list.
SMILES | LDHA inh
CC1(C)CC(=O)C2=C(C1)Nc1nc(N)[nH]c(=O)c1C2c1ccc2c(c1)OCO2 (configuration not stated) | -3
CCn1nc(C(=O)OCC(=O)c2cc(C)n(CCC(C)C)c2C)c2ccccc2c1=O | 8
COc1ccc2[nH]cc(C(C(=O)O)N3CCN(C(C)=O)CC3)c2c1 (configuration not stated) | 3
COc1cc(C#N)cc(Br)c1OCc1ccccc1 | 1
Cc1oc(-c2cccs2)nc1C(=O)N1CCOCC1C (configuration not stated) | 9
Cc1ccccc1Nc1nnc(-c2ccc(C)c(S(=O)(=O)NCCO)c2)c2ccccc12 | 1
CCC(C)NC(=O)Cc1c(C)nc2ccccc2c1C (configuration not stated) | 1
Clc1cccc(CNCCOc2ccccn2)c1 | 4
CN(C)C(=O)c1c(NC(=O)c2ccccc2F)sc2c1CCC(C(C)(C)C)C2 (configuration not stated) | -1
O=C(Nc1cccc([S+](=O)([O-])Nc2ccccc2F)c1)c1ccccc1 | -4
Cc1c(/C=C/c2cc[n+](C)cc2)c2ccccc2n1C | 10
Cn1c(=O)c2c(ncn2CCC(=O)Nc2cc(F)cc(F)c2)n(C)c1=O | 2
CC1CCN(S(=O)(=O)NC(C)Cc2ccco2)CC1 (configuration not stated) | 3
CCCn1nc(C(=O)OCc2ccc(C#N)cc2)c2ccccc2c1=O | -1
Cc1ccc(-n2nnnc2SCc2nc(N)c3ccccc3n2)cc1 | -7
N#Cc1ccccc1CN1CCCC1 | 1
CC(=O)Oc1ccc2cc(-c3nc(-c4ccc(C)cc4)no3)c(=O)oc2c1 | -7
CCOc1ccc(NC(=O)C2CC(=O)NC(Nc3ccc(OCC)cc3)=N2)cc1 (configuration not stated) | -2
CC(C)CC(=O)NCCC1=CCCCC1 | -1
CSc1cccc(C(=O)Nc2nc(-c3nc4ccccc4s3)cs2)c1 | 8
Cn1cccc1/C=C(\C#N)c1cccc(Br)c1 | 0
Cc1ccccc1CC(=O)Nc1ccc(OC2CCCC2)cc1 | 2
Cc1cc2c(s1)c1cnn(Cc3cccc(Cl)c3)c(=O)c1n2C | 0
CCCCCCOc1ccc(C(=O)O)cc1Br | -6
NCc1ccc(CS(N)(=O)=O)cc1 | 7
O=C(O)CNS(=O)(=O)c1cccc(F)c1 | 4
Clc1ccccc1Oc1ccc2nnc(-c3ccccc3)n2n1 | -4
Cc1ccc(-c2cc(C(=O)N3CCOC(C)C3)n[nH]2)s1 (configuration not stated) | 0
CC(C)COC(=O)c1nn(Cc2ccccc2)c(=O)c2ccccc12 | 0
CCCC(C)NC(=O)c1cc(Br)c(Br)s1 (configuration not stated) | 10
O=C(NCCCNC(=O)c1ccccc1F)c1cc2ccccc2[nH]1 | 3
O=C(Nc1c(NCc2ccccc2)c2ccccc2oc1=O)c1ccc(Br)cc1 | -3
Cc1ccc(S(=O)(=O)N2CCN(Cc3cccc4cccnc34)CC2)c(C)c1 | 14
O=C(Cc1ccccc1F)NC1CC2CC1C1CCCC21 (configuration not stated) | 2
CC(=O)Nc1ccc(-c2csc(Nc3ccc(Br)cc3)n2)cc1 | -4
Cc1cc(Cl)ccc1OCC(=O)NC1CCN(C(C)C)CC1 | -2
O=C1CN(C(=O)c2cc3cc(Cl)ccc3[nH]2)CCN1 | -1
O=C(NNC(=S)Nc1ccccc1)C(c1ccccc1)c1ccccc1 | -2

# Screening results deposited in PubChem BioAssay by National Center for Advancing Translational Sciences (NCATS).
